Jurkat viability: cytotoxic compounds reducing Jurkat cell viability; Jurkat E6.1 viability, ATP luminescence, 48 h; inhibition, % at 4 µM; actives 1.2% (n = 56,000); AID 463;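 active = inhibition above the mean inhibition of all tested compounds plus 3 SD, cut at about 28% in these data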
TNAP act DEA: human TNAP activation, intermediate phosphate acceptor; activation factor at 20 µM; purified TNAP, CDP-star luminescence, 100 mM DEA, 30 min; stronger effect = higher value; scale: 0 levamisole-inhibited, 1 vehicle-only enzyme; 64,000 tested, under 10 active;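 active = activation factor of at least 2 at 20 µM, relative to controls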
Cdc25B inh: human M-phase inducer phosphatase 2 inhibition | AID 368 | inhibition, %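 (compounds tested at 10 µM final in the well)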 | recombinant Cdc25B, OMFP fluorescence Ex485/Em525 | actives 0.1% (n = 65,000); in the data active = inhibition above about 50%
MKP-1 inh: human dual specificity phosphatase 1 inhibition. P28562. recombinant MKP-1, OMFP hydrolysis fluorescence. inhibition, %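 (compounds tested at a single concentration somewhere between 10 and 100 µM)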. actives 0.15% (n = 65,000);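 active = inhibition above about 50%, limit read from the data; inconclusive = inhibition over screen mean plus 3 SD, below that limit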;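 also: 0% = DMSO max control wells and 100% = wells with enzyme stopped by NaOH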
Target sequence (P28562 whole entry, looked up): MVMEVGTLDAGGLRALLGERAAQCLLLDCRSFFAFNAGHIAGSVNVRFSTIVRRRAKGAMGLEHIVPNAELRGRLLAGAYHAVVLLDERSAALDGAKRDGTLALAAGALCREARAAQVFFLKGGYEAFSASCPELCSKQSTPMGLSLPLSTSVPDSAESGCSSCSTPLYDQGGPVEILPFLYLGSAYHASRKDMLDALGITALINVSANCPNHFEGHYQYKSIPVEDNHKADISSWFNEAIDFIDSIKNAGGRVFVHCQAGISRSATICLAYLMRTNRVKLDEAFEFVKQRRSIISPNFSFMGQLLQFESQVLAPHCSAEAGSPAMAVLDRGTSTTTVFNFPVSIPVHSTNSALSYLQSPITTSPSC
PKA kinase inh: PKA (human) kinase inhibition; P17612; PKA Kemptide phosphorylation, Kinase-Glo ATP luminescence; inhibition, % at 6 µM; actives 0.1% (n = 65,000);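 active = inhibition above the screen-wide mean inhibition plus 3 SD, cut at about 21% in these data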; also: many of its hits are not listed in these tables
ROCK2 blocker: blocks human Rho kinase 2 activity; purified ROCK2, Kinase-Glo ATP depletion luminescence; inhibition, % at 6 µM; actives 0.35% (n = 60,000);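 active = inhibition above the screen-wide mean inhibition plus 3 SD, cut at about 18% in these data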;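 also: plate controls were DMSO wells for no effect and Y-27632 control wells after no-enzyme background subtraction for full effect; many of its hits are not listed in these tables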
HEK293 NFkB inh: inhibitors of the PMA/ionomycin-induced NF-kB reporter in HEK293 cells; AID 465; actives 0.21% (n = 62,000); HEK-293 NF-kB luciferase reporter, luminescence; inhibition, % at 3 µM;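 active = inhibition above the mean of all tested compounds plus 3 SD, cut at about 40% in these data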;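 also: 0% = stimulated DMSO wells and 100% = 10 µM reference inhibitor 5653914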
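System: NF-kB luciferase reporter HEK-293 cells | Replication: Single test | Control set: DMSO vs reference inhibitor | Evaluation: % inhibition | Schedule: 1 h pretreatment, 16 h stimulation, 37 °C | Probe or stimulus: PMA with ionomycin | Compound dosing: One dose, 3 µM | Detection: Luciferase luminescence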
JNK3 blocker: JNK3 (human) kinase inhibition | P53779 | purified JNK3 kinase activity, HTS | inhibition, % at 8 µM | actives 0.61% (n = 60,000) | AID 746; in the data active = inhibition above about 17%;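 also: 0% = DMSO and 100% = reference inhibitor; many of its hits are not listed in these tables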
Target sequence (P53779 whole entry, looked up): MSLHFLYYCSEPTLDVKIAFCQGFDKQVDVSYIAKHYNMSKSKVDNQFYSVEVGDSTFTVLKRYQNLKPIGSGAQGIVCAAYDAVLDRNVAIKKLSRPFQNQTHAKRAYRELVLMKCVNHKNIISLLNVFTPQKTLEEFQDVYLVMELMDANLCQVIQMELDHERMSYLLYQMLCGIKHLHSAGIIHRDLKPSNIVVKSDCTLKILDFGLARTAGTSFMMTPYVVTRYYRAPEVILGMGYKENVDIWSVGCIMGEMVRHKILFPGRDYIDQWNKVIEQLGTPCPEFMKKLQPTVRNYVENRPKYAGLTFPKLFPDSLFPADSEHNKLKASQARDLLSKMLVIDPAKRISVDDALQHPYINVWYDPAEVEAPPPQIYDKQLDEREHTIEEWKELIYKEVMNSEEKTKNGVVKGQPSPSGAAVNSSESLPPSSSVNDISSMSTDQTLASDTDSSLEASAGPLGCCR
MMP-13 inhibitor: blocks human MMP13 activity | AID 570 | inhibition, % at 4 µM | actives 0.07% (n = 65,000) | MMP-13 fTHP FRET cleavage, Mca fluorescence | P45452;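 active = inhibition above the mean of compound-free control plate wells plus 3 SD, cut at about 14% in these data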;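 also: 0% = DMSO wells and 100% = wells with reference MMP-13 inhibitor after basal subtraction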
An asterisk follows results filed as active; ? = inconclusive; · = no result given. Compounds as they come, and some 1.9% of all compounds hit somewhere here.

SMILES | Jurkat viability | TNAP act DEA | Cdc25B inh | MKP-1 inh | PKA kinase inh | ROCK2 blocker | HEK293 NFkB inh | JNK3 blocker | MMP-13 inhibitor
Cc1ccc(C)c(NC(=O)CN(C)S(=O)(=O)c2ccc(F)cc2)c1 | 1.0 | 0.9 | -10.5 | 8.7 | 0.3 | -0.8 | 6.0 | 2.6 | 5.5
COc1ccc(C(=O)OCCN2CCOCC2)cc1OC | -2.4 | 0.9 | -1.6 | -8.7 | 1.5 | 7.4 | 0.9 | 1.7 | -6.4
Cc1[nH]c2ccc(F)cc2c(=O)c1SC(F)(F)C(F)F | -2.8 | 0.9 | -3.1 | -19.3 | -5.2 | -1.5 | 5.6 | -3.5 | 3.1
CCCn1c(=O)c(C(=O)NCc2cccnc2)c(O)c2ccccc21 | 6.0 | 0.9 | -16.7 | -4.5 | 3.3 | 3.9 | 9.1 | 3.3 | -3.8
Cc1nc(C)n(C(C)CC(=O)O)n1 (configuration not stated) | · | 0.8 | -1.6 | 6.4 | -9.0 | · | 15.7 | · | -1.7
CCC(=O)Nn1c(C)nnc1C | -1.5 | 0.9 | 6.5 | -5.7 | 1.9 | -2.4 | 11.8 | 2.2 | 2.4
COc1cccc(NC(=O)n2nc(N)cc2-c2ccc(Cl)cc2)c1 | -1.2 | 0.9 | 3.6 | 10.4 | 5.0 | -0.2 | 4.4 | 0.2 | 0.5
CC1CCC2(CC1)NC(=O)N(Cc1nc(-c3ccccc3)no1)C2=O (configuration not stated) | -13.7 | 0.9 | -7.0 | 8.0 | 4.1 | 3.4 | 5.8 | -9.1 | -2.0
Cc1ccc2c(c1)N(CC(=O)N1CCCCCC1)C(=O)CO2 | -0.1 | 1 | -3.2 | -8.9 | 6.6 | 3.2 | 15.9 | -0.1 | 2.0
Oc1ccc(N=Cc2ccc(O)c(O)c2)cc1 | 34.5* | 1 | 5.0 | -1.7 | 4.7 | 7.0 | 11.4 | 3.2 | 1.9
Cc1occc1C(=O)Nc1nn[nH]n1 | · | 1 | -2.5 | 32.6 | 0.1 | · | 0.5 | · | -1.8
NC(=O)c1cccc(S(=O)(=O)N2CC(c3ccccc3)CC2=O)c1 (configuration not stated) | 7.7 | 0.9 | -8.6 | 11.2 | 7.5 | 6.6 | 11.8 | 3.3 | -0.2
COc1ccccc1Nc1nc(N)nc(CN2CCOCC2)n1 | -10.4 | 0.9 | -0.3 | 0.5 | 3.1 | 5.9 | 12.7 | -0.9 | 1.6
CN(C(=O)c1ccncc1)C1CC(C)(C)N(O)C(C)(C)C1 | -3.9 | 0.9 | -1.0 | -9.2 | -0.1 | 0.4 | 6.5 | -1.8 | -6.5
CC1CCCCC12NC(=O)N(Cn1nnc3ccccc3c1=O)C2=O (configuration not stated) | -1.1 | 0.9 | 0.5 | 19.4 | 1.2 | 2.6 | 8.3 | 5.5 | 4.1
COc1ccc(C2C3=C(CC(C)(C)CC3=O)Nc3c2c(=O)[nH]c(=O)n3Cc2ccccc2)cc1OC (configuration not stated) | -4.2 | 1.2 | -2.1 | ? | 4.0 | 3.9 | 9.7 | -1.0 | -3.5
COc1nc(C#N)c(N2CCOCC2)o1 | -1.2 | 0.9 | -27.2 | -3.4 | -2.6 | 0.3 | 22.9 | -3.1 | 0.6
CCCCn1nc(CC(=O)O)c2ccccc2c1=O | -3.9 | 0.9 | 2.7 | 5.1 | -1.7 | 0.7 | 3.4 | 0.1 | 2.9
CCCCCCOc1ccc(OCC(O)CN2C(=O)NC(C)(C)C2=O)cc1 (configuration not stated) | 1.6 | 0.9 | -21.3 | 8.6 | -8.9 | -3.2 | 6.8 | 2.5 | -0.4
CN(C(=O)c1cccc(C#N)c1)c1nnc(-c2ccncc2)s1 | 0.9 | 1 | 1.7 | -24.1 | 12.4 | 4.7 | 12.1 | -5.3 | -5.8

A section of the results above:
SMILES | Jurkat viability | TNAP act DEA | Cdc25B inh | MKP-1 inh | PKA kinase inh | ROCK2 blocker | HEK293 NFkB inh | JNK3 blocker | MMP-13 inhibitor
Cc1ccc(C)c(NC(=O)CN(C)S(=O)(=O)c2ccc(F)cc2)c1 | 1.0 | 0.9 | -10.5 | 8.7 | 0.3 | -0.8 | 6.0 | 2.6 | 5.5
COc1ccc(C(=O)OCCN2CCOCC2)cc1OC | -2.4 | 0.9 | -1.6 | -8.7 | 1.5 | 7.4 | 0.9 | 1.7 | -6.4
Cc1[nH]c2ccc(F)cc2c(=O)c1SC(F)(F)C(F)F | -2.8 | 0.9 | -3.1 | -19.3 | -5.2 | -1.5 | 5.6 | -3.5 | 3.1
CCCn1c(=O)c(C(=O)NCc2cccnc2)c(O)c2ccccc21 | 6.0 | 0.9 | -16.7 | -4.5 | 3.3 | 3.9 | 9.1 | 3.3 | -3.8

Following part
SMILES | Jurkat viability | TNAP act DEA | Cdc25B inh | MKP-1 inh | PKA kinase inh | ROCK2 blocker | HEK293 NFkB inh | JNK3 blocker | MMP-13 inhibitor
Cc1coc(NC(=O)CSc2nc(-c3ccncc3)cc(C(F)(F)F)c2C#N)n1 | -3.2 | 0.8 | -3.0 | 11.1 | 7.0 | 0.7 | 24.1 | 0.5 | -3.0
COc1cc(NC(=O)C23CC4CC(C2)CC(n2nnc(C)n2)(C4)C3)c(OC)cc1Cl | -0.4 | 0.9 | -7.5 | 15.4 | 1.3 | 6.1 | 8.2 | 11.3 | 0.2
Cn1c(Cn2c(=O)sc3ccccc32)nnc1SCC(=O)Nc1cccc(F)c1 | -9.3 | 0.9 | -4.2 | 6.2 | 3.6 | 4.4 | 9.1 | -0.1 | -4.6
CCOC(=O)NC(=O)CN1C(=O)NC(C)(c2ccccc2)C1=O (configuration not stated) | 6.7 | 0.9 | 4.9 | 18.3 | -0.9 | 2.6 | 6.6 | 2.0 | -1.1
CCC(=O)Nc1c2c(nn1-c1ccc(OC)cc1)CS(=O)C2 (configuration not stated) | -2.2 | 1 | -8.5 | 2.4 | 6.0 | 4.8 | 11.8 | 4.5 | 10.1
O=C(Nc1ccc(F)cc1F)N1CCN(C/C=C/c2ccccc2)CC1 | 3.6 | 0.9 | -9.5 | 9.0 | 1.3 | -2.2 | 7.4 | 0.0 | 0.2
Cc1ccc2c(CNCc3ccco3)cc(=O)oc2c1 | -1.3 | 0.9 | 3.8 | 9.1 | 10.1 | 5.0 | -12.0 | -2.1 | 2.5
C=CCN1CCN(C(CC(C)C)c2nnnn2CCOC)CC1 (configuration not stated) | -1.8 | 1 | 1.7 | -32.4 | 10.5 | 3.5 | 4.0 | -0.1 | 1.1
COc1cccc(C(=O)n2cnnc2N)c1OC | 15.5 | 0.9 | -2.3 | 2.3 | -3.2 | 4.1 | 20.8 | 5.5 | -1.5
COC(=O)COc1cccc(-n2cnnn2)c1 | · | 1 | -3.6 | -14.8 | 3.3 | · | 8.3 | · | 6.9
Cc1cc2cc(CNC(=O)c3ccc(Br)o3)ccc2n1C | -1.1 | 0.9 | 6.6 | 10.6 | 6.4 | 4.5 | 10.1 | 9.0 | -1.6
O=C(c1cc(N2CCCCC2)nc2ccccc12)N1CCOCC1 | · | 0.9 | 3.1 | -13.4 | 6.0 | 4.8 | · | -3.2 | -5.4
Cc1nc(-c2ccc(NS(C)(=O)=O)cc2)cs1 | -3.4 | 0.9 | 2.9 | -13.5 | 9.2 | 6.0 | 11.8 | 4.7 | 3.8
O=C(CSc1nn(-c2ccc(Cl)cc2)c(=S)s1)N1CCN(C(=O)c2ccco2)CC1 | -1.6 | 0.9 | 2.1 | 16.1 | 7.8 | 10.3 | -6.5 | 5.0 | 2.8
Cn1c(Cn2c(=O)sc3ccccc32)nnc1SCC(=O)Nc1cccc(Cl)c1 | -1.5 | 0.9 | -6.8 | 10.9 | -2.9 | 1.7 | 15.7 | 5.2 | 1.8
CC(NC(=O)NCC1CCCO1)(C(F)(F)F)C(F)(F)F (configuration not stated) | -8.4 | 1 | -3.9 | 2.3 | 10.6 | 0.4 | 1.1 | 0.4 | 4.0
CCOc1ccc(-c2nc(=S)[nH][nH]2)cc1 | 1.6 | 0.9 | 14.2 | 6.5 | 3.0 | 1.2 | -21.5 | 1.8 | -0.9
Cc1nnsc1NC(=O)OCC(C)C | 4.5 | 0.8 | 12.4 | -4.5 | -0.9 | -2.6 | -2.2 | 1.3 | 2.4
Cc1ccc2nc(S(=O)(=O)O)[nH]c2c1 | -0.3 | 0.9 | -6.9 | 4.6 | 14.7 | -2.6 | 13.2 | -2.9 | -2.3
N#Cc1c(N)c(C(=O)c2ccc(Br)cc2)n2c1CCC2 | 0.6 | 0.9 | -2.1 | 5.5 | -4.1 | -3.5 | 5.3 | -1.1 | -0.1
COC(=O)c1sc(NC(=O)c2ccc(OC)cc2OC)nc1C | 6.5 | 0.9 | -4.2 | 3.0 | -2.8 | -1.9 | 15.4 | 4.4 | 1.9
COC(=O)c1cn(-c2ccccc2)nc1C(=O)OC | -4.4 | 0.9 | -4.9 | -2.1 | 9.2 | 1.5 | 19.1 | -7.7 | 0.0
CCCCNC(=O)c1c[nH]c2ccc(S(=O)(=O)Nc3ccc(OCC)cc3)cc2c1=O | -9.2 | 0.9 | 32.5 | 12.7 | 2.6 | 0.9 | 6.2 | 2.5 | -4.5
O=C(O)C(O)c1ccco1 (configuration not stated) | · | 0.9 | 26.3 | -1.2 | 4.5 | 9.4 | · | 6.6 | -0.3
Cc1ccc(-n2nnnc2SCC(=O)c2cc(C)n(-c3cc(C)on3)c2C)c(C)c1 | 1.6 | 1 | -3.4 | 21.5 | 11.9 | 2.3 | 2.9 | 0.4 | 3.6
O=C1c2ccccc2C(=O)N1CCCc1nc2ccccc2c(=O)n1-c1cccnc1 | -1.5 | 0.9 | -0.6 | 3.5 | -2.1 | 3.6 | 8.5 | 6.0 | 5.3
Cn1c(=O)cc(OCCCC(=O)Nc2ccc3c(c2)OCCO3)c2ccccc21 | 6.2 | 0.8 | -10.6 | -1.0 | 2.6 | 10.8 | 8.6 | 2.5 | -0.5
COc1ccc(-c2nnn(CC(=O)Nc3sc4c(c3C#N)CCCC4)n2)cc1 | -6.5 | 0.9 | -6.2 | 42.0 | 1.7 | 9.8 | 1.8 | 5.7 | 3.4
COc1ccc(Cl)cc1N(CC(=O)Nc1ccc2c(c1)OCCO2)S(C)(=O)=O | 9.1 | 0.9 | -5.0 | 11.0 | -7.2 | 0.2 | -4.6 | 3.2 | 0.7
CN(c1ccc(O)cc1)c1nc(-c2ccccc2)cs1 | · | 0.8 | -12.4 | 27.3 | 13.4 | · | 18.6 | · | 19.6*
O=C(NCc1ccccn1)C1CCN(S(=O)(=O)N2CCCCC2)CC1 | 5.3 | 1 | -3.7 | 10.5 | 3.3 | -1.7 | 18.3 | -1.6 | -1.5
CC1CCN(c2nc(-c3ccccc3)c(C#N)c(=O)[nH]2)CC1 | · | 0.9 | -8.2 | 8.6 | 4.3 | · | 10.7 | · | 4.7
O=C(Cn1cnc2c(cnn2-c2ccccc2)c1=O)N1CCOCC1 | 0.8 | 0.9 | -2.8 | 9.5 | 3.6 | 4.7 | 18.4 | 0.1 | -4.4
Cc1ccc2cc(CN(CC3CCCO3)S(=O)(=O)c3cccc4nsnc34)c(=O)[nH]c2c1 (configuration not stated) | -0.3 | 0.9 | -0.3 | 14.9 | 8.5 | 1.8 | 7.5 | 1.8 | 2.6
COC(=O)c1cc(O)c(OCc2ccccc2)c(O)c1 | -1.3 | 0.9 | -2.9 | 4.9 | -1.8 | 6.5 | 4.7 | 0.2 | 0.2
O=C(COC(=O)CN1C(=O)C2CC=CCC2C1=O)Nc1cc(C(F)(F)F)ccc1N1CCOCC1 (configuration not stated) | -7.2 | 1 | -7.5 | 3.5 | 5.0 | 2.8 | 13.3 | 5.0 | -5.8
COc1ccc(-n2ccnc2SCC(=O)Nc2ccccc2)cc1 | -1.4 | 1 | -4.9 | 10.3 | 6.8 | 5.3 | -0.9 | 3.2 | 2.4
